Tb PGK inh: qHTS Assay to Find Inhibitors of Phosphoglycerate Kinase | AID 602233, 2012 | PGK/GAPDH coupled, Kinase-Glo luminescence, 60 min | 380,000 compounds, 0.043% hits | Potency, µM (titrated, usually from 57.5 µM), without a hit: at the top dose activity change, negative = inhibition, hits mostly inhibitors; note: % is set by controls: 0 for no effect and ±100 for the full control effect; nearly all actives have a fitted effect of over 60% in size
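Luminescent ATP detection (Kinase-Glo Plus) follows a 60-minute room-temperature incubation, with wells lacking PGK as controls. Buffer: 100 mM TEA (pH 7.6), 5 mM MgCl2, 0.01% Tween-20. Coupling enzyme GAPDH (100 nM final) supplies unstable 1,3-BPG in-well.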
RGS4 inhibitor: Inhibitors of Regulator of G Protein Signaling (RGS) 4: qHTS; 390,000 compounds, 0.039% hits; Potency, µM (series often up to 114 µM), for the others: at the top dose activity change, negative = inhibition, hits mostly inhibitors; Transcreener GDP fluorescence polarization, RGS4-accelerated GTP hydrolysis; note: % is set by controls: 0 for no effect and ±100 for the full control effect; nearly all actives have a fitted effect of over 75% in size; some results filed as inactive show a strong effect at the top dose
Target sequence (P49798 whole entry, looked up): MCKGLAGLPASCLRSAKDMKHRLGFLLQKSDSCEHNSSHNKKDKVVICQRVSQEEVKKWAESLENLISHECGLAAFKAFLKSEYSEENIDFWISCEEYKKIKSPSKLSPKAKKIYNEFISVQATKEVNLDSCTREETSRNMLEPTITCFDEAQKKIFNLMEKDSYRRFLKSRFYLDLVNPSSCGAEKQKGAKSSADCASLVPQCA
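MLSMR compounds (23 nl, pin-transferred) preincubated 10 min at room temperature with a 500nM (2x) first reagent, then RGS4 at 900nM (2x) plus Transcreener GDP mix added; fluorescence polarization (620/688 nm) read before and after 90 min at 30 °C.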
ALOX12 inh: Primary qHTS assay for inhibitors of human arachidonate 12S-lipoxygenase (ALOX12): Round 2; Polyunsaturated fatty acid lipoxygenase ALOX12 (Homo sapiens), P18054; purified 12hLO, xylenol orange hydroperoxide absorbance; Potency, µM (doses to about 108 µM), for inactives: at the top dose activity change, negative = inhibition, actives largely listed as inhibitors; 580,000 compounds, 1.1% hits; AID 1671190, 2021; note: % is set by controls: 0 for no effect and ±100 for the full control effect
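Hydroperoxide product was detected by ferrous iron/xylenol orange as the 573 to 405 nm absorbance ratio. Arachidonic acid at 40 uM (final) was turned over for 30 min at room temperature by 150 nM human 12hLO, pH 7.0 Hepes buffer, after 15 min compound preincubation.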
Pin1 inh: qHTS Assay to Find Inhibitors of Pin1; Potency, µM (doses to about 115 µM), inactives show at the top dose activity, negative = inhibition, usual class: inhibitors; AID 504891, 2011; 390,000 compounds, 0.009% hits; Peptidyl-prolyl cis-trans isomerase NIMA-interacting 1 (Homo sapiens), Q13526; Pin1 FP peptide displacement, HiFluor488, 10 min; active = well fitted inhibition curve with a large enough effect in the polarisation, with a control signal flat, not every such curve was filed as active; inconclusive = small, poorly fitted or top-dose-only effect, or effect the other way, or a change in a side signal; inactive = no such curve, though single readings can be large or run the other way; the % refers to the polarisation; note: % is set by controls: 0 for no effect and ±100 for the full control effect
HP1b binding inh: HTS for Inhibitors of HP1-beta Chromodomain Interactions with Methylated Histone Tails; AID 540317, 2011; 390,000 compounds, 0.56% hits; AlphaScreen HP1-beta / biotin-H3K9me3 peptide binding; Chromobox protein homolog 1 (Homo sapiens), P83916; Potency, µM (top dose mostly 114 µM), inactives show top-dose activity change, negative = inhibition, usual class: inhibitors; note: nearly all actives have a fitted effect of over 70% in size; inactives centre near 23
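AlphaScreen: HP1-beta (50 nM) preformed 30 min with biotin-H3(1-18)K9me3 peptide (50 nM) in PBS pH 7.4, 0.01% Tween-20. Compound added for 30 min at RT, then streptavidin donor/nickel chelate acceptor beads (10 ug/mL) for 30 min.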
ERG Ets-DNA blk: qHTS for Small Molecule Inhibitors of the ERG Ets/DNA interaction. Transcriptional regulator ERG (Homo sapiens), P11308. fluorescence polarization, His-ERG Ets domain / labelled DNA. Potency, µM (series often up to 76.9 µM), inactives show at the top dose FP activity, negative = inhibition, hits mostly inhibitors. 370,000 compounds, 0.028% hits. AID 624246, 2012; active = well fitted inhibition curve with a large enough effect in the polarisation, with a control signal flat; inconclusive = small, poorly fitted or top-dose-only effect, or effect the other way, or a change in a side signal; inactive = no such curve, though single readings can be large or run the other way; the % refers to the polarisation;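 note: polarization taken with two DNA probes labelled with fluorescein and Texas red; % of control where 0% means no effect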
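His-tagged ERG Ets domain (1 uM in the protein solution; 300mM KCl, 50mM Tris-HCl, 1mM EDTA, 1mM DTT, pH 7.5) received compound, then a probe mix of 5 nM fluorescein-DNA and 100nM Texas-615-DNA. Fluorescence polarization was read for both dyes.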
rTrxR1 inhibitor: qHTS Assay for Inhibitors of Mammalian Selenoprotein Thioredoxin Reductase 1 (TrxR1): qHTS; Thioredoxin reductase 1, cytoplasmic (Rattus norvegicus), O89049; recombinant rTrxR1, NADPH fluorescence consumption, selenite substrate; Potency, µM (titrated, usually from 114 µM), without a hit: top-dose activity change, negative = inhibition, usual class: inhibitors; 390,000 compounds, 1% hits; AID 588453, 2011; note: % is set by controls: 0 for no effect and ±100 for the full control effect; nearly all actives have a fitted effect of over 65% in size
Target sequence (O89049 whole entry, looked up): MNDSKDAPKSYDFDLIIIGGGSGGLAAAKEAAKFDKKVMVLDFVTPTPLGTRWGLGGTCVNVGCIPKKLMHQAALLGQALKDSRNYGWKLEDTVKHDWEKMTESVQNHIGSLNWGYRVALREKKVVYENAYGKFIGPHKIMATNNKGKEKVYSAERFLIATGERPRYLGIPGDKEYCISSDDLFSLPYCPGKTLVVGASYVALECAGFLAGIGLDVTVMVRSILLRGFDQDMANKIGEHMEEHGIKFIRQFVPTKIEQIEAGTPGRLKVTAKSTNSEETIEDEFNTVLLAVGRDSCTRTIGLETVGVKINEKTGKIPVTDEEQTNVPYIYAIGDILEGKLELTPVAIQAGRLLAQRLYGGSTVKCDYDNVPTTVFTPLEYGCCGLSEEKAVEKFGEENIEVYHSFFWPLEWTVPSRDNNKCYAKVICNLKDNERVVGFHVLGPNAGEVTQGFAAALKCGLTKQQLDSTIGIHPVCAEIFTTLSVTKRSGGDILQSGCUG
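Rat TrxR1 (90 nM in the dispensed reagent) was pre-reduced with 400 uM NADPH for 5 min at room temperature, then incubated with compound for 15 min. After 400 uM selenite was added, NADPH fluorescence (Ex 340/Em 450 nm) was followed for 8 min.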
GLS inhibitor: qHTS for Inhibitors of Glutaminase (GLS); Glutaminase kidney isoform, mitochondrial (Homo sapiens), O94925; 410,000 compounds, 0.21% hits; GLS enzymatic activity, qHTS titration; AID 624170, 2012; Potency, µM (doses to about 45.5 µM), without a hit: top-dose activity change, negative = inhibition, most hits filed as inhibitors; note: % is set by controls: 0 for no effect and ±100 for the full control effect
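hKGA in 45 mM KH2PO4 (pH 8.2), 0.02% Tween-20 with compound, then 1mM L-Glutamine (stock as added) plus glutamate oxidase/HRP/Amplex red coupling mix. Fluorescence read initially and after 30 min at RT; signal change reflects glutamate formation.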
JMJD2A Tudor: qHTS Assay for Inhibitors of JMJD2A-Tudor Domain. Potency, µM (series often up to 114 µM), without a hit: at the highest dose activity change, negative = inhibition, actives largely listed as inhibitors. Lysine-specific demethylase 4A (Homo sapiens), O75164. AlphaScreen JMJD2A-Tudor / H3K4me3 peptide binding. 390,000 compounds, 4.4% hits; note: % is set by controls: 0 for no effect and ±100 for the full control effect; nearly all actives have a fitted effect of over 50% in size
The depositor's hits bear a star; i = inactive; u = inconclusive; x = not tested or not shown; [ ] = remark or other dose. Unless noted, calls come from the whole dose curve; as a rule, active = well fitted curve in the direction sought with a large enough effect; inconclusive = small, poorly fitted or top-dose-only effect, or another doubt; inactive = no such curve, though single readings can be large; an effect the other way counts as inactive or inconclusive. Potency is the fitted concentration of half-maximal effect. This is a subset. The share of hits here may be higher or lower than overall.

Value order – Tb PGK inh	rTrxR1 inhibitor	JMJD2A Tudor	ALOX12 inh	HP1b binding inh	RGS4 inhibitor	Pin1 inh	ERG Ets-DNA blk	GLS inhibitor
COc1ccc(C2=NN3C(C2)c2ccccc2OC3c2cccs2)cc1 (configuration not stated)
  1%	-52%	-20%	u	27%	-2%	14%	16%	-12%
O=C(COC(=O)CCC(=O)c1cccs1)NCc1ccccc1
  -8%	12%[57.1 µM]	-14%[57.1 µM]	-4%	15%	u	-5%	3%	-9%
Cc1cc(NC(=O)CSc2nc3c(c(=O)n2CCc2ccccc2)SC(C)C3)no1 (configuration not stated)
  -8%	10%[57.1 µM]	-3%	46%	44%[activator]	-21%	8%	-4%	-5%
C[C@@H](NC(=O)[C@@H]1Cc2ccccc2CN1)C(=O)NCC1CCCO1 (some centres not stated)
  -8%	35%	14%	2%	39%	55%[activator]	-5%	6%	10%
O=C(O)COc1ccccc1C=NNc1ccc([N+](=O)[O-])cc1S(=O)(=O)Nc1ccc(Cl)cc1
  -10%	-1%	-33%	35µM*	-6%	-15%	u	8%	u
CCc1nnc(NC(=O)c2cc([N+](=O)[O-])ccc2N2CCOCC2)s1
  -9%	1%[57.1 µM]	-21%	-13%	-1%	13%	-8%	1%	0%
COc1ccc(CC2=C(O)c3ccccc3C(=O)C2=O)cc1
  -12%	u	-32%	u	0%	-7%	-19%	-9%	-10%
CCOC(=O)C1(CC2CCCCO2)CCN(S(=O)(=O)c2ccc(C)s2)CC1 (configuration not stated)
  -8%	19%[11.4 µM]	-3%	-16%	44%[activator]	-2%	-1%	-6%	-1%
Nc1ccc(-c2nc3cc(N)ccc3o2)cc1
  -4%	14%	-4%	14%	14%	23%	0%	14%	23%
CCOc1ccc(-n2c(=O)c3sccc3n(CC(=O)NC3CCCCC3)c2=O)cc1
  9%	-3%	-4%	-11%	2%	12%	0%	7%	8%
CSc1ccc(/C=c2\s/c(=C\C(=O)C(C)(C)C)n(CC(=O)NCCC3=CCCCC3)c2=O)cc1
  1%	-5%	-20%	-7%	31%	1%	u	-4%	-3%
CCOc1ccc(C2NC(=O)C(C#N)=C(S)N2c2ccc(OC)cc2)cc1OC (configuration not stated)
  -2%	-20%[57.1 µM]	-23%	u	13%	u	-7%	4%	22%
O=C(O)c1cc(/C=N\O)ccc1OCc1ccccc1
  3%	18%	-11%	-8%	36%	5%	10%	0%	34%[activator]
CC(C)(C)NC(=O)c1ccccc1NC(=O)C1CC(=O)N(C2CCCCC2)C1 (configuration not stated)
  -8%	36%[57.1 µM]	-14%	11%	21%	-12%	-3%	0%	-7%
CSCCC(NC(=O)c1ccccc1Cl)C(=O)Nc1ccncc1 (configuration not stated)
  i	10%[57.1 µM]	-14%	-1%	21%	-9%	-5%	-6%	-5%
Cn1cc(CN2C[C@H]3CC[C@H]2C3)c(-c2ccccc2F)n1
  i	5%	-10%	5%	54%[activator]	-11%	3%	1%	-4%
Cc1ccc2nc(-c3ccc(C)o3)c(NC3CCCC3)n2c1
  x	u	u	x	8%	-31%	-1%	x	x
Cc1ccc(C)c(NC(=O)CN(C)C(=O)c2cc(-c3cccs3)nn2-c2ccccc2)c1
  -6%	-9%	-12%	391%[activator]	19%	-16%	21%	-18%	-3%
CCN(CC)c1ncn(Cc2c(Cl)cccc2Cl)c2ncnc1-2
  5%	-19%[57.1 µM]	1%	-12%	37%	-24%	1%	2%	5%
CC1CCCN(S(=O)(=O)c2ccccc2[N+](=O)[O-])C1 (configuration not stated)
  6%	0%	-20%	-8%	23%	3%	1%	-7%	16%

In the list so far, 4 contain a halogen:
Value order – Tb PGK inh	rTrxR1 inhibitor	JMJD2A Tudor	ALOX12 inh	HP1b binding inh	RGS4 inhibitor	Pin1 inh	ERG Ets-DNA blk	GLS inhibitor
O=C(O)COc1ccccc1C=NNc1ccc([N+](=O)[O-])cc1S(=O)(=O)Nc1ccc(Cl)cc1
  -10%	-1%	-33%	35µM*	-6%	-15%	u	8%	u
CSCCC(NC(=O)c1ccccc1Cl)C(=O)Nc1ccncc1 (configuration not stated)
  i	10%[57.1 µM]	-14%	-1%	21%	-9%	-5%	-6%	-5%
Cn1cc(CN2C[C@H]3CC[C@H]2C3)c(-c2ccccc2F)n1
  i	5%	-10%	5%	54%[activator]	-11%	3%	1%	-4%
CCN(CC)c1ncn(Cc2c(Cl)cccc2Cl)c2ncnc1-2
  5%	-19%[57.1 µM]	1%	-12%	37%	-24%	1%	2%	5%

Three structures from above, sorted by number of heavy atoms, smallest number first:
Value order – Tb PGK inh	rTrxR1 inhibitor	JMJD2A Tudor	ALOX12 inh	HP1b binding inh	RGS4 inhibitor	Pin1 inh	ERG Ets-DNA blk	GLS inhibitor
CCc1nnc(NC(=O)c2cc([N+](=O)[O-])ccc2N2CCOCC2)s1
  -9%	1%[57.1 µM]	-21%	-13%	-1%	13%	-8%	1%	0%
COc1ccc(C2=NN3C(C2)c2ccccc2OC3c2cccs2)cc1 (configuration not stated)
  1%	-52%	-20%	u	27%	-2%	14%	16%	-12%
CCOc1ccc(-n2c(=O)c3sccc3n(CC(=O)NC3CCCCC3)c2=O)cc1
  9%	-3%	-4%	-11%	2%	12%	0%	7%	8%
